Screening results: PubChem, National Center for Advancing Translational Sciences (NCATS)
Lipid storage S3 = qHTS Assay for Lipid Storage Modulators in Drosophila S3 Cells | 320,000 compounds, 0.64% hits | lipid storage change, negative = inhibition, % at the top dose, mostly 46.1 µM; hits show Potency in µM | Drosophila S3 cells, BODIPY lipid droplet fluorescence, 18-24 h; cells fed with added oleic acid | AID 2685; active = well fitted inhibition curve with a large enough effect in the signal ratio, with a control signal flat, not every such curve was filed as active; inconclusive = small, poorly fitted or top-dose-only effect, or effect the other way, or a change in a side signal; the % refers to the signal ratio
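Drosophila S3 cells got compounds at several concentrations plus oleic acid (400 uM solution). Laser-scanning cytometry with 488 nm excitation read lipid droplets at 500-530 nm and cells at 575-640 nm. Percent activity was relative to 20 uM Triacsin C.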
Lipid storage S3 cell count max = recorded beside Lipid storage S3, whose call it bears; cell number change, %; measured here: cell count max response;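 cells counted by Cell Tracker Red CMTPX staining in the red channel; peak over a dose series mostly up to 46.1 µM; percent activity relative to internal control wells on each plate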
* = called active by the depositor; i = inactive; ? = inconclusive; · = not tested or not shown; [ ] = dose if it differs, or a comment. % is scaled to controls: 0 for no effect and ±100 for the full control effect; potency is read from the fitted curve at half-maximal effect. Not all compounds are listed; count on the stated rates, not on these rows.

smiles	Lipid storage S3	Lipid storage S3 cell count max
O=C(NC1CCS(=O)(=O)C1)/C(=C/c1ccco1)NC(=O)c1ccccc1 (stereo not given)	9%	5
O=C(C1CCCN1S(=O)(=O)c1cccc2nsnc12)N1CCN(c2ccccc2)CC1 (stereo not given)	i	-15
Cc1ccc(N=c2c([N+](=O)[O-])nn(-c3ccccc3)n2O)c(C)c1	?	·
CN1CCN(c2nc(N3CCN(c4ccccc4)CC3)ncc2F)CC1	?	·
Cc1ccc(S(=O)(=O)NC(CC(C)C)C(=O)N2CCCC2)cc1 (stereo not given)	i[0.369 µM]	-6
COc1c(C)cc(S(=O)(=O)NCc2ccccn2)c(C)c1C	?	·
C=C1N(CCCCCC(=O)O)C(=O)OC12CCCCC2	?	·
COc1ccc(C(=O)NCCc2cc3c(OC)ccc(OC)c3[nH]c2=O)cc1OC	?	·
Cc1ccc(S(=O)(=O)CCC(=O)OCC(=O)N2CCN(S(=O)(=O)c3ccccc3)CC2)cc1	18%	·
Cc1cc(C)n2nc3ccccc3c2n1	29%	23
CCC1CCCCN1C(=O)c1sc2nc(C)nc(N(CC)CC)c2c1C (stereo not given)	7%	9
O=C1c2ccccc2C(=O)N1CCCCCc1nc(-c2ccccc2)no1	?	·
O=C(NC1CCCC1)c1ccc2nc(-c3ccco3)c(-c3ccco3)nc2c1	-3%	-22
CCc1ccc(C(=O)NC(=S)Nc2ccc3c(c2)OCCO3)cc1	-4%	-10
COc1ccc(NC(=O)c2cccnc2)cc1OCC(C)C	?	·

Next part.
smiles	Lipid storage S3	Lipid storage S3 cell count max
O=C(Cc1ccccc1)N/N=C/c1ccc(S(=O)(=O)O)o1	?	·
CC(C)(C)c1cc(C(=O)N2CCc3ccccc32)ccn1	?	·
CCCS(=O)(=O)N1CCc2cc(OC)c(OC)cc2C1	?	·
CN(C)CCCNc1oc(-c2ccccc2)nc1C#N	?	·
COc1cc2c3c(c1OC)C1(C=CC(=O)C=C1)CC3N(C(=O)CCC(=O)O)CC2 (stereo not given)	?	·
Cn1c(=O)c2c(nc(N3CCc4ccccc4C3)n2Cc2ccccc2F)n(C)c1=O	5%	1
O=C(COc1ccccc1)N1CCN=C1SCc1ccc(F)cc1	?	·
COC(=O)C1=C(COc2ccccc2)NC(=O)NC1c1ccc(Br)cc1 (stereo not given)	26%	-5
Cc1ccc(NC(=S)N2CCCCCC2)c(C)c1	?	·
COc1cc(NC(=O)CN2c3ccccc3CC2C)cc(OC)c1OC (stereo not given)	i	20
CC(C)CCn1c(=O)c(C(=O)N/N=C/c2cccc(F)c2)c(O)c2ccccc21	?	·
NC(=O)[C@H]1CC2(CC(c3cccc(NC(=O)COc4ccc(Cl)cc4)c3)=NO2)CN1C(=O)[C@H]1CCC(=O)N1 (stereo not given in full)	0%	15
O=C(COC(=O)c1cccc(S(=O)(=O)N2CCc3ccccc3C2)c1)NCc1ccco1	2%	-5
CC(=O)Nc1sc(C)c(C)c1C(=O)OCCOc1ccccc1	?	·
COc1cc(C#N)ccc1OCC(=O)Nc1ccc(C)c(S(=O)(=O)N2CCOCC2)c1	?	·

Random excerpt: three entries already listed
smiles	Lipid storage S3	Lipid storage S3 cell count max
COc1c(C)cc(S(=O)(=O)NCc2ccccn2)c(C)c1C	?	·
Cc1ccc(NC(=S)N2CCCCCC2)c(C)c1	?	·
CC(C)(C)c1cc(C(=O)N2CCc3ccccc32)ccn1	?	·

Additional compounds:
smiles	Lipid storage S3	Lipid storage S3 cell count max
O=C(N/N=C/c1ccco1)c1ccc(NC(=O)c2ccccc2Cl)cc1	?	·
Cc1ccc(CNC(=O)c2cc(=O)c3ccc(C)cc3o2)cc1	i	13
CCN1CCN(CCCNC(=O)C2c3ccccc3C(=O)N(C)C2c2ccc(OC)cc2)CC1 (stereo not given)	?	·
Cn1c(N)c(C(=O)COC(=O)C2CCC(C(C)(C)C)CC2)c(=O)n(C)c1=O (stereo not given)	?	·
CC(C)(C)n1ncc2c(=O)n(Cc3ccc(Cl)cc3Cl)cnc21	?	·
COc1ccccc1NC(=S)NCCc1ccc(Cl)cc1	-2%	·
Cc1sc2ncn(CCn3cnc4sc(C)c(C)c4c3=O)c(=O)c2c1C	i	-20
CC12CC(NC(=O)N1CCc1ccccc1)c1cc(Cl)ccc1O2 (stereo not given)	-1%	-14
O=C(NCC1CCCO1)c1ccccc1NS(=O)(=O)c1ccc(F)cc1 (stereo not given)	?	·
COc1ccccc1-n1ccnc1SCC(=O)NC1CCCC1	9%	1
C[C@@H](C(=O)Nc1nc2ccc(F)cc2s1)N1C(=O)C2CC=CCC2C1=O (stereo not given in full)	16%	2
CN(C)S(=O)(=O)c1ccc(NC(=O)COC(=O)c2ccccn2)cc1	-38%	-4
CSCCC(NC(=O)c1ccccc1)C(=O)OCC(=O)Nc1ccc(C)c(Cl)c1 (stereo not given)	i	-26
Cc1nn(C)cc1CN1CCC(CO)(CCOc2ccccc2)CC1	-3%	-5
CC(Sc1nnc(C2CC2)n1C1CC1)C(=O)Nc1cccc(S(=O)(=O)N2CCOCC2)c1 (stereo not given)	-17%	-3

Some of these compounds in order of heavy-atom count, lowest first:
smiles	Lipid storage S3	Lipid storage S3 cell count max
CC(C)(C)c1cc(C(=O)N2CCc3ccccc32)ccn1	?	·
COc1ccc(NC(=O)c2cccnc2)cc1OCC(C)C	?	·
CC(=O)Nc1sc(C)c(C)c1C(=O)OCCOc1ccccc1	?	·
CCc1ccc(C(=O)NC(=S)Nc2ccc3c(c2)OCCO3)cc1	-4%	-10
COC(=O)C1=C(COc2ccccc2)NC(=O)NC1c1ccc(Br)cc1 (stereo not given)	26%	-5
COc1ccc(C(=O)NCCc2cc3c(OC)ccc(OC)c3[nH]c2=O)cc1OC	?	·
O=C(C1CCCN1S(=O)(=O)c1cccc2nsnc12)N1CCN(c2ccccc2)CC1 (stereo not given)	i	-15

Later entries:
smiles	Lipid storage S3	Lipid storage S3 cell count max
COc1ccc(NC2CCCN(C(=O)C3(C)CCCCC3)C2)cc1 (stereo not given)	i	15
Cc1ccc(NC(=O)COC(=O)c2cc(=O)c3ccccc3o2)cc1F	?	·
O=C(Nc1ccc(N2CCN(Cc3ccccc3Cl)CC2)cc1)c1cccnc1	?	·
C/C(=N/NC(=O)c1cccs1)c1ccc(NC(=O)COc2ccc(Cl)cc2Cl)cc1	-22%	0
CCCc1nnc(NC(=O)CCC(=O)NCc2ccccc2)s1	19%	·
O=C(COCC(=O)N/N=C/c1ccccc1F)N/N=C/c1ccccc1F	21%	2
Cc1ccc(CSCc2ccc(C(=O)NCC3CCCO3)o2)cc1 (stereo not given)	5%	-2
CCN(CC)S(=O)(=O)N1CCC(C(=O)NCC2COc3ccccc3O2)CC1 (stereo not given)	-10%	-11
CC(=O)CCc1ccc2oc(C(=O)O)c(C)c2c1	?	·
COc1ccc2oc(C(=O)N3CCN(S(=O)(=O)c4cccc([N+](=O)[O-])c4)CC3)c(C)c2c1	0%	-9
CC(C)C(NS(=O)(=O)c1cccs1)C(=O)N1CCc2ccccc2C1 (stereo not given)	-9%	-1
CN1C(=O)C(C)(C)N(C(=O)c2cccc([N+](=O)[O-])c2)c2ccccc21	?	·
CCCc1nc2oc3c(NCCOCCO)ncnc3c2c2c1COC(C)(C)C2	?	·
COc1ccc(-c2nnc(SCC3CCCO3)n2C)cc1 (stereo not given)	-2%	13
CCOC(=O)C1=NN(c2ccccc2)C(c2ccccc2)CC1=O (stereo not given)	2%	-5

(cont.)
smiles	Lipid storage S3	Lipid storage S3 cell count max
Cc1cc(NC(=O)C2CC(c3cccc(Br)c3)=NO2)no1 (stereo not given)	1%	-3
C=CCn1c(-c2cccc(OC)c2)n[nH]c1=S	?	·
COc1ccc(N2C(=O)c3ccccc3NC2c2cccnc2)cc1 (stereo not given)	12%	·
Cc1nc2ccccc2c(=O)n1NC(=O)Cc1ccc([N+](=O)[O-])cc1	6%	-3
O=C(N/N=C\c1cc(Br)ccc1O)c1ccc(S(=O)(=O)N2CCCCC2)cc1	?	·
O=C(CSc1nc(=O)n2cc(Cl)ccc2n1)Nc1cccc2ccccc12	29%	·
CCOc1ccc(NC(=O)NC(=O)N(C)S(=O)(=O)c2ccc(C)cc2)cc1	5%	2
O=C(COC(=O)CSc1ccc(F)cc1)NNC(=O)c1ccc([N+](=O)[O-])cc1	?	·
Nc1nc(C23CC4CC(CC(Cl)(C4)C2)C3)cs1	-13%	-4
Cn1c(C(=O)NCC2CCCO2)cc2c(=O)n(C)c3ccccc3c21 (stereo not given)	?	·
Fc1cccc(-c2cc3nc4c(c(NCc5ccco5)n3n2)CCCC4)c1	6%	-17
COC(=O)CN1C(=S)N(Cc2ccccc2)C(=O)C1CC(=O)Nc1ccc(Br)cc1 (stereo not given)	-20%	12
CC(C)(C)c1cc2ncnc(N3CCCCC3)c2s1	-6%	-27
CC(NS(=O)(=O)c1ccc(NC(=O)N2CCCCC2)cc1)c1ccccc1 (stereo not given)	?	·
CCOP(=O)(OCC)C(Nc1cccc(C(F)(F)F)c1)c1ccc(F)cc1 (stereo not given)	?	·

Going on with the list:
smiles	Lipid storage S3	Lipid storage S3 cell count max
Cc1nc2ccccc2n1CCCOc1ccccc1	?	·
O=C(CC1C(=O)NCCN1CC1CCCCC1)NCCc1ccc(F)cc1 (stereo not given)	12%	4
CCn1c(SCC(=O)O)nnc1C1CCCCC1	?	·
Cc1cc(NC(=O)/C=C/c2ccc(Br)cc2)no1	17%	12
Cc1cccc(N(C(=O)Cn2nnc3ccccc32)C(C(=O)NC(C)(C)C)c2ccsc2)c1C (stereo not given)	?	·
COc1ccc(N2CCN(C(=O)c3cccc(N4C(=O)C5C6C=CC(C6)C5C4=O)c3)CC2)cc1 (stereo not given)	i	11
Cc1ccccc1C(=O)NC1CCN(CC(=O)NCc2ccccc2)CC1	-4%	14
Cc1ccc(NC(=O)C(C)OC(=O)c2ccc(NC(=O)CC#N)cc2)cc1S(=O)(=O)N1CCOCC1 (stereo not given)	?	·
NC1=NC(=O)C(Cc2cccc(Cl)c2Cl)S1 (stereo not given)	7%	1
COc1cccc(C(=O)NC2=NCCS2)c1	7%	20
O=S(=O)(Cc1ccccc1)N(O)c1ccccc1	?	·
O=C(CO/N=C/c1ccccc1O)NNC(=O)c1ccccc1Cl	-3%	13
Cc1ccc(S(=O)(=O)Cc2ccc(C(=O)N3CCCC3)o2)cc1	-15%	6
Cc1ccc(S(=O)(=O)Nc2nccs2)cc1[N+](=O)[O-]	-2%	3
O=c1[nH]c(C2CCN(S(=O)(=O)c3ccc(C(F)(F)F)cc3)CC2)nc2c1nnn2Cc1ccccc1	?	·

The results go on.
smiles	Lipid storage S3	Lipid storage S3 cell count max
CCOC(=O)C1CCCN(C(=O)c2c(-c3ccccc3Cl)noc2C)C1 (stereo not given)	?	·
COc1ccc2c(c1)CCC1C2=NN(/C(C)=C\C(C)=O)C1c1ccc(F)cc1 (stereo not given)	?	·
COc1ccc(C(=O)N/N=C/c2ccc(OC(=O)c3cccc4ccccc34)c([N+](=O)[O-])c2)cc1	7%	-9
CCS(=O)(=O)N1CCCC(C(=O)NCCCN2CCCC2=O)C1 (stereo not given)	?	·
COc1ccc(CCN2CC(O)=C(c3nc4ccccc4c(=O)[nH]3)C2=N)cc1OC	?	·
CN1CCN(S(=O)(=O)c2ccc(N(C)Cc3cccc(F)c3)nc2)CC1	?	·
COc1ccc(-c2cc(C(=O)Nc3ccc(C)c(N)c3)c3ccccc3n2)cc1	?	·
Cc1cc(C)n(-c2nc(SCC(=O)O)c3c4c(sc3n2)COC(C)(C)C4)n1	?	·
O=C(CN1CCN(C(=O)c2cccc(S(=O)(=O)N3CCCC3)c2)CC1)Nc1cccc(F)c1	?	·
COc1ccc(CCNC(=O)C2CCN(S(=O)(=O)c3ccc(OC)c(OC)c3)CC2)cc1	?	·
N#Cc1sc2nc3c(c(-c4cccnc4)c2c1N)CCC3	?	·
Cn1c(=O)[nH]c(=O)c2c1nc(Br)n2CCCc1ccccc1	?	·
Cc1cc(Cn2nc(C(=O)NCC3CC3)cc2-c2ccccc2)on1	?	·
N#Cc1c(/N=C/N2CCCC2)oc(-c2ccccc2)c1-c1ccccc1	?	·
CCOC(=O)C(Cc1ccccc1)c1ccnc2ncnn12 (stereo not given)	?	·

(continued)
smiles	Lipid storage S3	Lipid storage S3 cell count max
CCCC(=O)Nc1nc2ccc(NC(=O)c3c(F)c(F)c(OC)c(F)c3F)cc2s1	?	·
COC(=O)CCC(=O)Nc1cccc(Br)c1	?	·
Cc1c(C(=O)N2CCC3(CC2)CC(=O)c2ccccc2O3)cccc1[N+](=O)[O-]	12%	-6
O=C(CCSc1ccc(Cl)cc1)N1CCN(S(=O)(=O)c2ccccc2)CC1	?	·
CC1(C)CC(=O)C(Sc2ccccc2[N+](=O)[O-])=C(O)C1	0%	11
CCn1cc(C(=O)OCC(=O)N2C(C)CCCC2C)c(=O)c2ccc(C)nc21 (stereo not given)	?	·
CN1CCN(c2ccc(CNS(=O)(=O)c3ccsc3)cc2)CC1	13%	-1
CSc1ccc(CN(C)CC(=O)Nc2cccc(Br)c2)cc1	i	-11
O=C(Nc1cccc(-c2ccc3nncn3n2)c1)c1ccco1	0%	13
